Bfl-1 displacement – Bfl-1 inhibitors, primary screen, biochemical, fluorescence polarization, FITC-Bid, mouse (AID 432); FITC-Bid BH3 peptide fluorescence polarization displacement; higher % means a stronger effect; displacement, % at 20 µM, or IC50 in µM where a hit was titrated; actives 0.02% (n = 64,000); in the data active means a potency from the dose series; inactive means the rest, 99 in 100 with displacement below about 15%; further: strong numbers were not always called active
HT1080 cytotoxicity – cytotoxicity in HT1080 fibrosarcoma cells, cell-based, fluorescence readout (AID 620). HT1080 viability, fluorescence; higher % means a stronger effect. cytotoxicity, % at 10 µM, or EC50 in µM where a hit was titrated. actives 0.42% (n = 87,000);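 further: cells exposed to compound overnight then 4 h with Alamar Blue; 0% = vehicle DMSO and 100% = killing control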
Spn PMK inh – S. pneumoniae PMK inhibition | inhibition, % at 10 µM | purified PMK, PK/LDH-coupled NADH absorbance 340 nm | AID 539 | actives 0.49% (n = 65,000);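 active means top-ranked compounds by inhibition in the single 10 µM screen, taking a fixed number of the strongest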;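 further: 0% = full reaction with DMSO carrier and 100% = background rate without enzyme reaction; no value below 0 was filed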
Spn DPM-DC inh – inhibitors of Streptococcus pneumoniae diphosphomevalonate decarboxylase | purified DPM-DC, PK/LDH coupled NADH fluorescence | calls only at 10 µM | AID 556 | actives 0.49% (n = 65,000);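 active means the 320 compounds with the highest percent inhibition in the single-dose primary screen, excluding strongly autofluorescent ones, cut at about 32% in these data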;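 further: kinetic rate of NADH fluorescence loss reporting ADP formed by the decarboxylase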
HPDE-C7K KRASV12 – cytotoxicity in KRAS-transformed pancreatic duct cells, primary screen, cell-based, fluorescence, HTS (AID 431). actives 1.7% (n = 63,000). HPDE-C7K KRASV12 cells, Alamar Blue viability, 48 h; higher % means a stronger effect. cytotoxicity, % at 10 µM; hits with a dose series show EC50 in µM;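 active means compounds whose percent cytotoxicity in the single-dose primary screen, scaled between solvent and toxic-drug controls, exceeds 50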;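 further: 0% = DMSO solvent wells and 100% = doxorubicin-treated wells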
HPDE-C7 cytotoxicity – cytotoxicity in HPDE-C7 cells, cell-based, fluorescence, HTS (AID 430); HPDE-C7 pancreatic duct cells viability, fluorescence; higher % means a stronger effect; one-dose cytotoxicity, % at 10 µM; EC50 in µM for titrated hits; actives 1.8% (n = 63,000);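 further: cells exposed to compound for 48 hours before viability readout; 0% = vehicle and 100% = reference cytotoxic drug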
LYP inhibition – inhibition of human PTPN22 tyrosine phosphatase – biochemical, DiFMUP fluorescence, recombinant catalytic domain, 10 µM, primary screen (AID 606) | recombinant LYP catalytic domain, DiFMUP fluorescence; higher % means a stronger effect | inhibition, % at 10 µM; hits with a dose series show IC50 in µM | 52,000 tested, under 10 active;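 active means IC50 under 40 µM in the dose-response test; inactive means IC50 of 40 µM or more, or never dose-tested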
MK inhibit – inhibitors of Streptococcus pneumoniae mevalonate kinase | purified MK, PK/LDH-coupled NADH absorbance 340 nm | inhibition, % at 10 µM | actives 0.48% (n = 65,000) | AID 555;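 active means ranked among the strongest by inhibition in the single 10 µM screen, a fixed top-ranked set picked for dose follow-up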; further: no value below 0 was filed
TNAP inhibition – human TNAP enzyme inhibitors, biochemical, luminescent (AID 518); purified TNAP enzyme, luminescent substrate readout; higher % means a stronger effect; inhibition, % at 20 µM, or IC50 in µM where a hit was titrated; actives 0.09% (n = 64,000); in the data active means a potency from the dose series; inactive means the rest, 99 in 100 with inhibition below about 22%;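 further: plate controls were vehicle for no effect and reference inhibitor for full effect; many of its hits are not listed in these tables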
Spn PMK inh pilot replicates – recorded beside Spn PMK inh, whose call it bears; inhibition, %; measured here: pilot screen replicates
MK inhibit pilot replicates – also measured in MK inhibit; calls as there; inhibition, %; measured here: pilot screen replicates
Spn DPM-DC inh pilot screen % – further read-out of Spn DPM-DC inh, marked with its call; inhibition, %; measured here: pilot screen trials
* = called active by the depositor; i = inactive; . = not tested or not shown. Unless noted, no stated cut-off is given here; in the data, active means cytotoxicity above about 50%; inactive means the rest.

SMILES	Bfl-1 displacement	HT1080 cytotoxicity	Spn PMK inh	Spn DPM-DC inh	HPDE-C7K KRASV12	HPDE-C7 cytotoxicity	LYP inhibition	MK inhibit	TNAP inhibition	others
CCOC(=O)c1ccc(NCC(O)COc2ccccc2)cc1 (stereo not drawn)	2%	3%	9	i	35%	18%	7%	0	8%
COCc1ccccc1Cn1cnc2c1c(=O)n(C)c(=O)n2C	7%	3%	2	i	-1%	-37%	12%	6	2%	Spn PMK inh pilot replicates=0.0;MK inhibit pilot replicates=0.0;Spn DPM-DC inh pilot screen %=0.0
COc1ccc(OC)c(CNC(=O)CCc2nc(-c3cccs3)no2)c1	0%	-6%	9	i	2%	-10%	3%	3	0%
CCOc1ccc(/C(O)=C2\C(=O)C(=O)N(c3cc(C)on3)C2c2ccccc2OC)cc1 (stereo not drawn)	5%	3%	6	i	-27%	-22%	-4%	8	14%
CC(C)n1nnnc1C(c1ccc(F)cc1)N1CCN(C2CCCC2)CC1 (stereo not drawn)	-10%	11%	19	i	-1%	8%	5%	14	16%
Cc1cc(C)nc(N2CCN(c3ncnc4c3cnn4Cc3ccc(Cl)cc3Cl)CC2)n1	-1%	-13%	3	i	12%	5%	0%	13	9%
OC(COc1ccc2ccccc2c1)CN1CCOCC1 (stereo not drawn)	2%	-7%	13	i	6%	-3%	1%	7	10%	Spn PMK inh pilot replicates=1.5;MK inhibit pilot replicates=1.5;Spn DPM-DC inh pilot screen %=0.0
CCOc1ccc(CSC(CC(=O)O)C(=O)O)cc1 (stereo not drawn)	-2%	-2%	0	i	0%	-5%	3%	0	14%	Spn PMK inh pilot replicates=0.0;MK inhibit pilot replicates=0.0;Spn DPM-DC inh pilot screen %=0.0
COCCN(CCOC)c1cc(C)c(C#N)c2nc3ccccc3n12	-1%	-11%	13	.	-16%	-11%	.	6	4%
O=C(CSc1nnc(COc2ccccc2)o1)N1CCN(c2ccccc2)CC1	.	12%	7	i	.	.	11%	10	.
CCCCn1c(=O)[nH]c(=O)c2c1nc(COC(=O)c1c(C)noc1C)n2CCC	-3%	-1%	6	i	2%	-7%	.	9	7%
COC(=O)c1ccc2c(c1)NC(=O)C(N1CCCC1)S2 (stereo not drawn)	-12%	14%	13	i	-5%	-7%	-8%	0	6%
Cc1cccc(OCc2n[nH]c(=S)o2)c1	1%	6%	13	i	-29%	-30%	.	12	9%
O=C(c1ccc(N2CCCC2=O)cc1)N1CCN(c2ccccc2)CC1	-7%	6%	16	i	11%	-1%	.	0	8%
Cc1cccc(OCCCC(=O)O)c1	-11%	3%	7	i	3%	0%	3%	2	21%	Spn PMK inh pilot replicates=2.0;MK inhibit pilot replicates=0.0;Spn DPM-DC inh pilot screen %=0.0
CN1CCN(/C(=N\O)c2nonc2N)CC1	-5%	11%	0	i	3%	5%	10%	13	4%
COC(=O)C1=C(C)NC2=C(C(=O)c3ccccc32)C1c1ccc(-c2ccc(C(=O)O)cc2)o1 (stereo not drawn)	13%	7%	5	i	63%*	46%	-6%	1	6%
CCCN(CCC)CCNC(=O)C1CCCN(S(=O)(=O)c2ccc3c(c2)oc(=O)n3C)C1 (stereo not drawn)	-7%	0%	9	i	-14%	-12%	4%	0	6%
Cc1cccc2cc(C(c3nnnn3CC3CCCO3)N3CCCc4ccccc43)c(=O)[nH]c12 (stereo not drawn)	-5%	-14%	14	i	14%	6%	3%	4	9%
Cc1cccc2cc(COC(=O)c3cccnc3)c(=O)[nH]c12	-5%	-9%	14	i	6%	9%	.	4	12%
O=C(CN1C(=O)c2ccccc2C1=O)Nc1ccccc1F	0%	-2%	2	i	-4%	12%	2%	5	5%
CCOc1ccc(OCC)c(NC(=O)CSCC(=O)O)c1	-16%	11%	8	i	2%	1%	.	6	6%
COC(=O)c1ccc(NC(=O)C2CCCN2S(=O)(=O)c2ccc(F)cc2)cc1 (stereo not drawn)	0%	-2%	18	i	-2%	2%	.	0	3%
CCN1CCN(CCCNC(=O)C(NC(=O)C2CCC(C)CC2)C(C)C)CC1 (stereo not drawn)	-1%	-4%	12	i	.	.	6%	5	6%
COCCN(C(=O)CCC(=O)Nc1cccnc1)C(C(=O)NC1CCCCC1)c1ccccc1 (stereo not drawn)	-4%	-1%	14	i	-2%	-10%	.	0	-1%
CCOc1ccc(NC(=O)CCC(=O)OC)cc1	-4%	0%	0	i	-3%	3%	4%	8	8%
Cn1nnnc1SCCNCC#Cc1ccccc1	-9%	-4%	0	i	-15%	-9%	8%	10	8%
Cc1onc(-c2ccccc2Cl)c1C(=O)N1CCc2ccccc21	-1%	0%	0	i	9%	3%	5%	0	11%	Spn PMK inh pilot replicates=1.5;MK inhibit pilot replicates=0.0;Spn DPM-DC inh pilot screen %=0.0
COc1ccc(N2CCN(C(=O)c3ccc(CNc4c(N5CCOCC5)c(=O)c4=O)cc3)CC2)cc1	2%	-9%	4	i	-15%	-13%	7%	8	12%
COc1ccccc1CNC(=O)COC(=O)c1ccc(S(=O)(=O)N2CCCC2)cc1	-5%	0%	16	i	-18%	-10%	13%	5	14%
COC(=O)c1cc2nc(-c3ccc(OC)c(OC)c3)cc(C(F)(F)F)n2n1	4%	-10%	0	i	-4%	31%	2%	7	4%
N#Cc1nc(COc2ccccc2F)oc1NCc1ccc(F)cc1	5%	7%	16	i	-1%	10%	0%	13	15%
COc1ccc(N2CCN(C(=O)c3ccc4c(=O)n(CC5CCCO5)c(=O)[nH]c4c3)CC2)cc1 (stereo not drawn)	-2%	-2%	8	i	-6%	-1%	-12%	10	6%
C=CCOc1cccc(C2c3c(oc4ccccc4c3=O)C(=O)N2c2ccccn2)c1 (stereo not drawn)	9%	-2%	0	i	-6%	2%	-1%	7	6%
CCc1nc(NCCN2CCOCC2)c(C#N)c2c1CCCC2	0%	0%	7	i	-11%	-1%	7%	0	5%
O=C(Cn1[nH]c(=O)c2ccccc2c1=O)NCc1cccnc1	-7%	-1%	14	i	-8%	6%	2%	0	7%
CC1=C(C(=O)OC2CCCCCCC2)C(c2cccc(O)c2)NC(=O)N1 (stereo not drawn)	1%	-3%	16	i	-9%	-1%	4%	5	9%
O=C(c1ccco1)N1CCN(C(=O)C2CC(c3ccc(F)cc3)=NO2)CC1 (stereo not drawn)	4%	4%	15	i	7%	-12%	0%	7	17%	Spn PMK inh pilot replicates=0.0;MK inhibit pilot replicates=1.0;Spn DPM-DC inh pilot screen %=1.0
CC(C)Oc1ccc(CC2CC(=O)NC2=O)cc1 (stereo not drawn)	-8%	14%	6	i	-6%	-16%	.	8	8%
COc1ccc(Cl)cc1C(=O)CSc1nnnn1C1CCCC1	-2%	17%	11	i	-8%	-17%	-3%	5	17%
Cc1ccc(-n2ncc3c(=O)n(Cc4ccccn4)cnc32)cc1C	3%	17%	17	i	-10%	8%	8%	9	16%
O=C(NCC1CCCO1)c1nn2cccnc2c1Cl (stereo not drawn)	-4%	0%	4	i	-1%	3%	17%	12	0%
COc1ccc(OC)c(Nc2nc(-c3sc(N)nc3C)cs2)c1	22%	10%	11	i	38%	34%	-1%	4	15%	Spn PMK inh pilot replicates=2.5;MK inhibit pilot replicates=0.0;Spn DPM-DC inh pilot screen %=0.0
c1ccc2nc3c(nc2c1)CCc1nonc1-3	1%	-4%	6	i	4%	-3%	11%	8	5%
COc1ccc(-c2onc(C)c2-c2ccc(C(=O)OC(C)C)o2)c(O)c1	-1%	-10%	8	i	18%	9%	7%	7	11%
CCOc1ccccc1C(=O)NC(C(=O)OCC(=O)Nc1nnc(-c2ccccc2)o1)C(C)C (stereo not drawn)	-1%	-11%	11	i	-1%	0%	4%	0	9%
O=C1CCCCC(=O)N(c2ccccc2)c2ccccc21	0%	22%	13	i	-1%	3%	.	4	6%
CCc1nc(SCC(=O)c2cc(C)ccc2C)n[nH]1	-2%	-6%	4	i	-7%	-3%	-5%	0	-4%
O=C(CSc1nnc2scc(-c3ccccc3)n12)Nc1nsc(-c2ccccc2)n1	6%	4%	3	i	2%	-2%	9%	5	20%	Spn PMK inh pilot replicates=0.0;MK inhibit pilot replicates=0.0;Spn DPM-DC inh pilot screen %=0.0
CC(=O)Oc1ccc(NC(=O)Cc2ccccc2)cc1	-2%	2%	4	i	-6%	-1%	10%	12	7%
Cc1ccccc1-c1nc(CS(=O)(=O)CC(=O)NCc2ccc3c(c2)OCO3)c(C)o1	-4%	1%	0	i	14%	16%	6%	11	16%	Spn PMK inh pilot replicates=2.5;MK inhibit pilot replicates=2.5;Spn DPM-DC inh pilot screen %=2.0
COc1ccccc1N1CCN(C(c2ccc(F)cc2)c2nnnn2C(C)C)CC1 (stereo not drawn)	-4%	-1%	8	i	12%	6%	13%	0	8%
O=C(NCCN1CCCC1=O)Nc1ccccc1	-6%	4%	2	i	3%	-5%	19%	0	6%
Cc1ccccc1Oc1ccc(S(=O)(=O)NCCC(=O)O)cc1	-5%	-3%	13	i	9%	-7%	-11%	3	7%
O=C(NC1CC1)c1cccc(Nc2ccc(-c3ccc4c(c3)OCCO4)nn2)c1	8%	2%	10	i	43%	37%	1%	11	16%	Spn PMK inh pilot replicates=7.5;MK inhibit pilot replicates=2.0;Spn DPM-DC inh pilot screen %=3.0
COc1ccc(-c2cc3ccccc3n2CC(O)CN2CCOCC2)cc1 (stereo not drawn)	4%	3%	0	i	-7%	-1%	.	6	-1%
CCOC(=O)Nc1nnc(-c2cccc(OC)c2)s1	0%	-2%	0	.	-4%	-9%	0%	5	13%
Cc1ccc(N2CC(C(=O)Nc3ccccn3)CC2=O)cc1 (stereo not drawn)	-2%	-2%	1	i	-13%	-7%	13%	0	1%
CC1Cc2ccccc2N1C(=O)c1ccnc(C(C)(C)C)c1 (stereo not drawn)	-3%	5%	9	i	.	.	.	9	17%
CCC(C)NC(=O)C1CN(S(=O)(=O)c2ccccc2)CCN1S(=O)(=O)c1ccccc1 (stereo not drawn)	2%	-8%	14	i	-31%	-17%	-4%	5	11%
COc1ccc(C(=O)NC(C(=O)NCc2ccccn2)C(C)C)cc1 (stereo not drawn)	-6%	-6%	8	i	3%	8%	.	3	0%
O=C(NC1CCCc2ccccc21)C1CCCO1 (stereo not drawn)	0%	-3%	0	i	-3%	2%	15%	5	5%

Random excerpt: three records from the list, in no set order.
SMILES	Bfl-1 displacement	HT1080 cytotoxicity	Spn PMK inh	Spn DPM-DC inh	HPDE-C7K KRASV12	HPDE-C7 cytotoxicity	LYP inhibition	MK inhibit	TNAP inhibition	others
O=C(NCCN1CCCC1=O)Nc1ccccc1	-6%	4%	2	i	3%	-5%	19%	0	6%
CC(=O)Oc1ccc(NC(=O)Cc2ccccc2)cc1	-2%	2%	4	i	-6%	-1%	10%	12	7%
Cc1ccccc1Oc1ccc(S(=O)(=O)NCCC(=O)O)cc1	-5%	-3%	13	i	9%	-7%	-11%	3	7%
